USP1 inh: USP1/UAF1 (human) deubiquitinase inhibition; O94782; recombinant USP1/UAF1, Ub-Rhodamine cleavage fluorescence; Potency, µM (titrated, usually from 57.1 µM), for inactives: at the highest dose activity change, negative = inhibition, most hits filed as inhibitors; 0.23% of 390,000 active; AID 743255; also: potency is read from the fitted curve at half-maximal effect; % is scaled to controls: 0 for no effect and ±100 for the full control effect; nearly all actives have a fitted effect of over 60% in size; inactives centre near -12
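High-throughput fluorogenic screen: 1nM USP1/UAF1 complex, Ub-Rho substrate 150nM final, 50mM HEPES pH 7.8 with 0.5mM EDTA, 0.1 mg/ml BSA, 1mM TCEP and 0.01% Tween-20.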
PI4K2A block: blocks human PI4K2A kinase activity. Q9BTU6. purified PI4K2A, ADP-Glo luminescence, 1 h; hits give low values. activity change, negative = inhibition, % at 76.9 µM. 0.13% of 420,000 active. AID 1346378; in the data active = activity change below about -50%; inconclusive = mostly about -30% to -49%;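 also: -100% = wells without enzyme as full effect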
Target sequence (Q9BTU6 whole entry, looked up): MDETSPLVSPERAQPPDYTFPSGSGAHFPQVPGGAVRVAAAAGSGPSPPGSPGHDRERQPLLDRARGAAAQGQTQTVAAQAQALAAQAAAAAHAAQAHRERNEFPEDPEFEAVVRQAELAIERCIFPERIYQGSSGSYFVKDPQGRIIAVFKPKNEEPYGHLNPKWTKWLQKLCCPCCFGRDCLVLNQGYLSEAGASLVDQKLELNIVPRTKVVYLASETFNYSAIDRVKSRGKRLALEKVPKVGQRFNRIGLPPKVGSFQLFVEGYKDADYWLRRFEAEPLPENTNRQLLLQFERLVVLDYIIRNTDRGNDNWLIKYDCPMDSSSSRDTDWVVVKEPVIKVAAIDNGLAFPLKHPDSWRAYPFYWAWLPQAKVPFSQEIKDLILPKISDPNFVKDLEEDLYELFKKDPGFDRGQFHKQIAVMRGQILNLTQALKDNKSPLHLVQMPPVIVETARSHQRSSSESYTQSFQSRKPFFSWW
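In this quantitative HTS, ADP production by PI4K2A was quantified luminescently after 1 h at ambient temperature; 100 microM adenosine served as plate-quality control.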
mIDH1 inhibitor: blocks human mutant IDH1 R132H enzyme | O75874 | IDH1-R132H enzyme, NADPH consumption, diaphorase/resazurin fluorescence | Potency, µM (top dose mostly 76.6 µM), inactives show top-dose activity change, negative = inhibition, most hits filed as inhibitors | 0.093% of 390,000 active | AID 602179; also: potency is read from the fitted curve at half-maximal effect; % is scaled to controls: 0 for no effect and ±100 for the full control effect; nearly all actives have a fitted effect of over 65% in size
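IDH1-R132H (0.5 ug/mL dispensed) in pH 7.5 Tris buffer was preincubated 30 min with compound, then given a substrate mix of 0.016 mM NADPH and 2 mM alpha-KG for 80 min at room temperature; remaining NADPH was read by diaphorase/resazurin fluorescence.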
RXFP1 ag: activates the human relaxin receptor RXFP1. Q9HBX9. HEK293T-RXFP1 cAMP TR-FRET, 30 min; response scale: percent of porcine relaxin response, buffer zero. Potency, µM (highest dose often 57.5 µM), without a hit: at the highest dose activation, usual class: activators. 0.3% of 370,000 active. AID 2676; also: potency is read from the fitted curve at half-maximal effect; % is scaled to controls: 0 for no effect and ±100 for the full control effect; nearly all actives have a fitted effect of over 60% in size; many of its hits are not listed in these tables
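HEK293T cells stably expressing RXFP1 were pretreated with the PDE4 inhibitor Ro 20174, exposed to compounds for 30 min at 37C, lysed, and cAMP was read by TR-FRET. Data normalized to buffer (basal) and 29 nM porcine relaxin (100%).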
LDHA block: blocks human lactate dehydrogenase A; P00338; purified LDHA, NADH/diaphorase-resazurin fluorescence; hits give low values; activity change, % (values are at about 110 or 230 µM); 0.15% of 480,000 active; in the data active = activity change below about -30%; inconclusive = mostly about -25% to -30%;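 also: plate controls were DMSO wells for no effect and wells without enzyme for full effect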
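Human LDH5 (2 nM) was incubated with 0.06 mM NADH and 0.2 mM pyruvate for 5 min at room temperature in Tris pH 7.4. Remaining NADH was coupled through diaphorase/resazurin, and resorufin fluorescence was read at 0 and 20 min.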
Vif-A3F inh: inhibitors of Vif-A3F interaction. 0.2% of 390,000 active. AID 602313. HeLa A3F-eYFP + Vif (tagged APOBEC3F with the HIV-1 protein that degrades it), YFP fluorescence increase. Potency, µM (doses to about 46.1 µM), for the others: at the top dose activity, negative = active; also: potency is read from the fitted curve at half-maximal effect; % of control where 0% means no effect; nearly all actives have a fitted effect of over 65% in size
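HeLa cells stably expressing Vif plus C-terminally eYFP-tagged A3F were seeded, incubated overnight at 37 deg C, dosed with compound, incubated overnight again at 37 deg C. Yellow fluorescence (Ex 488/Em 500-530) reported blocked Vif-mediated A3F-eYFP degradation.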
Vif-APOBEC3G blk: Vif-A3G binding inhibition. Q9HC16. HeLa A3G-eYFP + Vif (tagged APOBEC3G with the HIV-1 protein that degrades it), YFP fluorescence, overnight. Potency, µM (doses to about 46.1 µM), inactives show top-dose activity, negative = active, hits mostly inhibitors. 0.076% of 410,000 active;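 also: potency is read from the fitted curve at half-maximal effect; % is scaled to controls: 0 for no effect and ±100 for the full control effect; nearly all actives have a fitted effect of over 60% in size; hits raise eYFP signal because A3G escapes Vif-driven loss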
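Read-out is eYFP fluorescence (Ex 488/Em 500-530) from Vif-expressing HeLa A3G-eYFP cells; more signal means A3G escaped Vif-mediated degradation. Cells plated overnight, compound pinned in, incubated overnight at 37 deg C.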
GRP78 ERSR act: ER stress response induction in glioma; U87-MG GRP78 promoter luciferase reporter, 16 h; 0.02% of 420,000 active; AID 602332; Potency, µM, without a hit: at the highest dose activation, most hits filed as activators; also: potency is read from the fitted curve at half-maximal effect; series mostly up to about 76 µM; % of control where 0% means no effect; nearly all actives have a fitted effect of over 35% in size
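Stably transfected U87-MG human glioma cells carrying a GRP78-based luminescent sensor were seeded at 1000 cells/well, pin-dosed with compounds and incubated 16 h. Luciferase reagent was then added, and end-point luminescence was read after 10 min at room temperature.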
TrxR1 substrate: substrates of rat thioredoxin reductase 1 | O89049 | purified TrxR1 substrate turnover, NADPH consumption readout | Potency, µM (series often up to 114 µM), without a hit: top-dose activity change, negative = substrate turnover | 0.01% of 390,000 active | AID 588456; also: potency is read from the fitted curve at half-maximal effect; % is scaled to controls: 0 for no effect and ±100 for the full control effect; nearly all actives have a fitted effect of over 50% in size
Target sequence (O89049 whole entry, looked up): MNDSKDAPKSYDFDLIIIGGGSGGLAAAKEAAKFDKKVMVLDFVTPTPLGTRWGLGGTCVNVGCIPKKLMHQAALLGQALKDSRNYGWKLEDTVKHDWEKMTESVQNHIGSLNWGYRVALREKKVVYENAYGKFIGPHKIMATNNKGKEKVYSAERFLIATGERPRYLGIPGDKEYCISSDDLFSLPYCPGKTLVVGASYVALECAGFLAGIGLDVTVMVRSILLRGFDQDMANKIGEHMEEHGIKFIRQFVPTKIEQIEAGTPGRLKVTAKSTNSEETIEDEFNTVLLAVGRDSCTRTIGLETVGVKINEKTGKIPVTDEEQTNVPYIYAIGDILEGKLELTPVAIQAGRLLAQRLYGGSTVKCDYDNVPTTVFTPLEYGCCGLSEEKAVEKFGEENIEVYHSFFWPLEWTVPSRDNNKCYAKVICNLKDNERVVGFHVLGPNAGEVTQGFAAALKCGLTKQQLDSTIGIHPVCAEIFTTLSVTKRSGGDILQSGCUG
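Rat TrxR1, dispensed at 90 nM, was prereduced with 400 uM NADPH (final) for 5 min at ~22 deg C, then incubated with compound 15 min before 400 uM selenite. A first-read NADPH fluorescence drop versus no-compound background flagged substrates.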
Numbers without * were called inactive; & = joins results of further samples; [ ] = dose if it differs, or a comment. Unless noted, calls follow the shape of the dose curve; as a rule, active = well fitted curve in the direction sought with a large enough effect; inconclusive = small, poorly fitted or top-dose-only effect, or another doubt; inactive = no such curve, though single readings can be large; an effect the other way counts as inactive or inconclusive. Not all compounds are listed (hit frequency here may not be typical).

For CN1C[C@@H]2[C@@H]3C(=O)N(Cc4ccccc4)C(=O)[C@@H]3[C@](C)(C1=O)N2C(=O)c1ccc(Br)cc1 the results were USP1 inh -19.0%, PI4K2A block 1.0, mIDH1 inhibitor -8.0%, LDHA block -4.9, Vif-A3F inh -3.0%, Vif-APOBEC3G blk -2.1%, GRP78 ERSR act -4.0% and TrxR1 substrate 1.1%[57.1 µM].
Screening COc1ccc(C(=O)NNC(=S)NC(=O)c2ccc(Br)o2)cc1OC returned USP1 inh -4.8%, PI4K2A block -3.2, mIDH1 inhibitor -4.7%, RXFP1 ag 2.4%, LDHA block -4.1, Vif-A3F inh 1.8%, Vif-APOBEC3G blk 1.2%, GRP78 ERSR act 1.9% and TrxR1 substrate -8.7%.
Screening C=CC[C@@H](CC(=O)OC(C)(C)C)C(=O)OC[C@H]1CCCN1C(=O)[C@@H](CC=C)CC(=O)NCCO returned USP1 inh inconclusive, PI4K2A block -2.0, mIDH1 inhibitor 4.2%, LDHA block 1.0, Vif-A3F inh 5.4%, Vif-APOBEC3G blk 1.9%, GRP78 ERSR act -3.7% and TrxR1 substrate 9.8%.
`CCN(CC)C(=O)C1=C(C)N(Cc2ccc(OC)cc2)C(=O)C(CC(=O)NCCCCc2ccccc2)C1` (configuration not stated) gave USP1 inh inconclusive, PI4K2A block -3.5, mIDH1 inhibitor 5.8%, LDHA block -0.3, Vif-A3F inh -6.8%, Vif-APOBEC3G blk -0.9% and GRP78 ERSR act 3.2%.
For CC(C)Cc1nnc(NC(=O)CCC(=O)N2CCN(c3ccc(F)cc3)CC2)s1 the results were USP1 inh inconclusive, PI4K2A block -9.7, mIDH1 inhibitor -3.7%, RXFP1 ag -3.4%, LDHA block -5.9, Vif-A3F inh -6.8%, Vif-APOBEC3G blk 0.4%, GRP78 ERSR act -2.8% and TrxR1 substrate 6.3%.
Screening CCCN(C(=O)Cn1nc(Cc2ccncc2)c2ccccc2c1=O)c1ccccc1C returned USP1 inh 4.8%, PI4K2A block -7.8, mIDH1 inhibitor 0.0%, RXFP1 ag 14.0%, LDHA block -4.5&-13.8, Vif-A3F inh -5.6%, Vif-APOBEC3G blk -3.9%, GRP78 ERSR act -0.9% and TrxR1 substrate -3.8%.
CC(=O)c1ccc(NC(=O)CSc2nnc(-c3ccco3)c(-c3ccco3)n2)cc1 was read as USP1 inh inconclusive, PI4K2A block inconclusive, mIDH1 inhibitor 4.0%, RXFP1 ag -2.7%, LDHA block 30.8, Vif-A3F inh -0.4%, Vif-APOBEC3G blk -6.7%, GRP78 ERSR act 0.8% and TrxR1 substrate -3.1%[57.1 µM].
Screening Cc1ccc(N(CC(=O)N=Nc2c(O)[nH]c3ccccc23)S(C)(=O)=O)c(C)c1 returned USP1 inh inconclusive, PI4K2A block 14.8, mIDH1 inhibitor -0.1%, RXFP1 ag 0.3%, LDHA block -4.1, Vif-A3F inh -1.8%, Vif-APOBEC3G blk 1.6%, GRP78 ERSR act -2.6% and TrxR1 substrate -6.6%.
For O=C(NNC(=O)c1nc2ccccc2[nH]1)OCc1ccccc1 the results were PI4K2A block -3.7, LDHA block 2.5&5.6, Vif-A3F inh -1.8%, Vif-APOBEC3G blk -0.1%, GRP78 ERSR act -2.0% and TrxR1 substrate -0.4%[57.1 µM].
`Cc1cc(C)n(/N=C/c2ccccc2O)c(=O)c1` gave USP1 inh -12.4%, PI4K2A block 5.2, mIDH1 inhibitor 7.5%, RXFP1 ag 1.7%, LDHA block 5.1, Vif-A3F inh -0.9%, Vif-APOBEC3G blk -2.6%, GRP78 ERSR act 3.4% and TrxR1 substrate 2.1%[57.1 µM].
Screening COC(=O)c1cccc(S(=O)(=O)N2CCC(c3nc4ccccc4o3)CC2)c1 returned USP1 inh -3.8%, PI4K2A block 0.1, mIDH1 inhibitor 4.5%, RXFP1 ag 1.0%, LDHA block -3.5, Vif-A3F inh -1.5%, Vif-APOBEC3G blk 0.0%, GRP78 ERSR act -4.3% and TrxR1 substrate 5.6%.
CN(CC(=O)Nc1ccc(Cl)cc1)C(=O)COc1ncnc2ccccc12 was read as USP1 inh -7.3%, PI4K2A block 1.4, mIDH1 inhibitor -6.5%, RXFP1 ag 0.3%, LDHA block -5.3, Vif-A3F inh -5.0%, Vif-APOBEC3G blk -2.2%, GRP78 ERSR act -3.9% and TrxR1 substrate -3.3%.
Screening O=C(Nc1cccc(C(=O)N2CCCCC2)c1)C1CC1 returned USP1 inh -25.1%, PI4K2A block 0.0, mIDH1 inhibitor -2.3%[38.3 µM], LDHA block -7.2, Vif-A3F inh 7.3%, Vif-APOBEC3G blk -6.3%, GRP78 ERSR act -4.8% and TrxR1 substrate 5.0%.
For Cc1ccc2c(c1)-c1cc(C)ccc1C2=O the results were USP1 inh -14.6%, PI4K2A block -0.5, mIDH1 inhibitor -2.5%, LDHA block -4.1, Vif-A3F inh -3.5%, Vif-APOBEC3G blk 0.6%, GRP78 ERSR act -0.5% and TrxR1 substrate -5.3%.
For O=C(O)c1cc(C2CC2)nn1-c1ccccc1 the results were USP1 inh -28.2%, PI4K2A block 0.2, mIDH1 inhibitor 6.1%, RXFP1 ag 0.9%, LDHA block -3.9, Vif-A3F inh -5.5%, Vif-APOBEC3G blk -1.2%, GRP78 ERSR act -6.9% and TrxR1 substrate 3.7%.
`Cc1csc(N=Nc2ccc(N(C)C)cc2)[n+]1[O-]` gave USP1 inh -25.8%, PI4K2A block -79.0*, mIDH1 inhibitor 25.4%, LDHA block 8.1, Vif-A3F inh 0.6%, Vif-APOBEC3G blk -2.1% and GRP78 ERSR act -13.3%.
`CCCCC(CCC(=O)Nc1cc([N+](=O)[O-])ccc1O)C(=O)O` (configuration not stated) gave USP1 inh inconclusive, PI4K2A block 4.5, mIDH1 inhibitor -5.1%, RXFP1 ag -0.2%, LDHA block -5.6, Vif-A3F inh inconclusive, Vif-APOBEC3G blk -4.7%, GRP78 ERSR act -0.8% and TrxR1 substrate -2.8%[57.1 µM].
For CCOc1cccc2sc(=NC(=O)CCS(=O)(=O)c3ccc(F)cc3)n(C)c12 the results were USP1 inh 1.6%, PI4K2A block -0.1, mIDH1 inhibitor 5.4%, RXFP1 ag 0.5%, LDHA block -6.8, Vif-A3F inh 4.7%, Vif-APOBEC3G blk 1.8%, GRP78 ERSR act -0.7% and TrxR1 substrate 9.7%.
For Cc1ccc(C(=O)CSc2nnc(-c3snnc3C)n2C2CC2)cc1 the results were USP1 inh inconclusive, PI4K2A block -12.5, mIDH1 inhibitor 7.5%, RXFP1 ag 2.7%, LDHA block 1.4, Vif-A3F inh 2.2%, Vif-APOBEC3G blk -7.4%, GRP78 ERSR act -5.4% and TrxR1 substrate 9.6%[57.1 µM].
`COc1cc2c3c(c1)/C(=C1/SC(NC(C)=O)=NC1=O)C(=O)N3C(C)(C)C=C2C` gave USP1 inh -4.5%, PI4K2A block -5.9, mIDH1 inhibitor 7.7%, RXFP1 ag 1.1%, LDHA block -6.4, Vif-A3F inh 7.7%, Vif-APOBEC3G blk -0.1%, GRP78 ERSR act -4.7% and TrxR1 substrate -9.4%.
Screening COc1ccccc1Cn1c(=S)[nH]c2cc(C(=O)NC(C)C)ccc2c1=O returned USP1 inh -24.7%, PI4K2A block -1.5, mIDH1 inhibitor -0.4%, RXFP1 ag inconclusive, LDHA block -6.0, Vif-A3F inh -5.0%, Vif-APOBEC3G blk -1.1%, GRP78 ERSR act -6.5% and TrxR1 substrate 8.3%.
For O=C(NCc1ccc2c(c1)CCO2)Nc1ccccc1 the results were USP1 inh -9.1%, PI4K2A block -4.5, mIDH1 inhibitor 10.2%, RXFP1 ag -0.9%, LDHA block -5.4, Vif-A3F inh 1.3%, Vif-APOBEC3G blk 0.4%, GRP78 ERSR act -1.0% and TrxR1 substrate -13.6%[11.4 µM].
COc1ccc2cc(C=NS(=O)(=O)c3ccc(C)cc3)n(C)c2c1 was read as USP1 inh 19.8%, PI4K2A block 1.7, mIDH1 inhibitor 6.0%, RXFP1 ag 0.9%, LDHA block -0.4, Vif-A3F inh -0.4%, Vif-APOBEC3G blk 2.0%, GRP78 ERSR act -0.9% and TrxR1 substrate -23.0%.
CC(CN1CCOCC1)OC(=O)C(c1ccccc1)c1ccccc1 (configuration not stated) was read as USP1 inh -8.2%, PI4K2A block 4.3, mIDH1 inhibitor 4.0%, RXFP1 ag 0.3%, LDHA block 0.6, Vif-A3F inh -7.5%, Vif-APOBEC3G blk 2.9%, GRP78 ERSR act -7.0% and TrxR1 substrate -2.3%.
CCCCN1C(=O)C(CC(=O)NCCCN(C)C)CC(C(=O)N2CCOCC2)=C1C (configuration not stated) was read as USP1 inh -21.2%, PI4K2A block 3.8, mIDH1 inhibitor 10.2%, LDHA block 5.1, Vif-A3F inh -10.0%, Vif-APOBEC3G blk -0.1% and GRP78 ERSR act -6.7%.
`O=C(Nc1ccccc1N1CCOCC1)C1CCN(S(=O)(=O)c2ccc(F)cc2)CC1` gave USP1 inh 3.2%, PI4K2A block -1.6, mIDH1 inhibitor -5.4%, RXFP1 ag 0.6%, LDHA block -5.7, Vif-A3F inh -4.2%, Vif-APOBEC3G blk 2.3%, GRP78 ERSR act -2.9% and TrxR1 substrate -1.8%.

From PubChem
